NOD1 inhibition – inhibition of NOD1-driven NF-kB reporter – cell-based, luminescence, uHTS, primary screen (AID 1578). NOD1-driven NF-kB luciferase reporter cells, luminescence; higher % means a stronger effect. actives 1% (n = 290,000). one-dose inhibition, % at 4 µM; EC50 in µM for titrated hits; in the data active = inhibition mostly above about 36%, no sharp cut-off; inactive = mostly below about 34%;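 note: HEK-293T reporter cells stimulated with the NOD1 agonist gamma-tri-DAP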
Dynein transport – blocks dynein driven cargo transport along microtubules; 3617.4 mouse cells, GR-EGFP nuclear translocation imaging; test concentration mostly 20 µM; stimulated with dexamethasone, 1 µM; active compounds read low; z-score, hits read low; actives 0.47% (n = 220,000); AID 1381;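 active = plate z-score of nuclear minus cytoplasmic receptor signal below a set negative limit, without overly bright fluorescence or cell loss, cut at about -3.5 in these data, passing the limit was not always enough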;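 note: z-score of nuclear minus cytoplasmic ring GR-EGFP intensity difference per well; some compounds called inactive have numbers as strong as hits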
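Buffer or medium: tet-free, stripped-serum medium; reagent: dexamethasone at 1.0 µM final, 30 min; incubation: 48 h induction, 1 h compound, 30 min dex at 37 °C; measured by: formaldehyde fixation, Hoechst nuclear stain, 10x automated fluorescence imaging; read-out: nuclear-to-cytoplasmic GR-EGFP distribution per well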
Yfh1-off respiration – mitochondrial function rescue without frataxin homolog – Friedreich's ataxia, plus single-dose screen, dose response (AID 1465); S. cerevisiae Yfh1-off respiration, WST-1 reduction, 72 h; higher fold induction means a stronger effect; fold induction at 50 µM; hits with a dose series show EC50 in µM; actives 0.074% (n = 220,000);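 active = fold induction of absorbance versus untreated yeast above a set limit, then at least 30% activation at any dose in follow-up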;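 note: activators that raise dye reduction in frataxin-depleted yeast; strong numbers were not always called active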
HEK293 NOD2/NF-kB – NOD2 signaling inhibitors, cell-based, luminescence, uHTS, HEK293 (AID 1566) | HEK293 NOD2/NF-kB luciferase reporter, luminescence; higher % means a stronger effect | inhibition, % at 4 µM; hits with a dose series show EC50 in µM | actives 0.63% (n = 290,000); in the data active = inhibition above about 50%; note: many of its hits are not listed in these tables
Autophagy mod – modulators of autophagy. MEF GFP-LC3 puncta imaging; test concentration mostly 10 µM. calls only at 10 µM (by protocol). actives 0.98% (n = 190,000). AID 463193;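 active = percentage of spot-positive cells more than 3 SD above its plate mean, without a fluorescence outlier flag or 80% toxicity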;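 note: spot-positive cell cutoff set from DMSO-treated cells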
bCat nuc transl – beta-catenin nuclear translocation modulation; HeLa beta-catenin nuclear translocation, immunofluorescence imaging; nuclear translocation activity, % at 5 µM; actives 0.3% (n = 190,000); AID 1665;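 active = nuclear translocation activity above 50% at 5 µM, with a well cell count of 50 or more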;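 note: per-cell ratio of nuclear to cytoplasmic median beta-catenin stain intensity; plate controls were DMSO negative control for no effect and GSK-3 inhibitor IX positive control for full effect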
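Test system: human HeLa cells, native beta-catenin. Compound dosing: 5 µM primary single dose, 0.1% DMSO, 0.02–20 µM confirmation series. Incubation: compound exposure 24 h at 37°C. Detection: beta-catenin immunostaining with DAPI counterstain, 20x imaging, 6 fields/well. Read-out basis: Nuclear/cytoplasmic beta-catenin signal ratio, % activation.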
M17LAP inhibition – P. falciparum M17LAP inhibitors, primary screen, biochemical, fluorogenic H-Leu-NHMec substrate, 1536-well (AID 1619) | inhibition, % at 30 µM; hits with a dose series show IC50 in µM | recombinant M17LAP, H-Leu-NHMec fluorogenic kinetic assay; higher % means a stronger effect | actives 0.38% (n = 220,000);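 active = compound inhibiting the enzyme by more than half at any dose during confirmatory dose-response retesting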;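 note: plate controls were full reaction with DMSO carrier for no effect and no enzyme background for full effect; strong numbers were not always called active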
MT stabilize HCS – stabilizes microtubules in HeLa cells | HeLa tubulin immunostaining HCS, 24 h; share of cells brighter than vehicle mean+2SD | % tubulin-high responders, % at 10 µM | actives 0.83% (n = 200,000);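 active = plate Z-score above 3 for both tubulin-high and condensed-nucleus cell shares, with cell loss under 80%, at 10 µM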;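 note: anti alpha tubulin signal scored within the nucleus-defined area of each cell; some results filed as inactive read as strong as hits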
Insulin prom up – MIN6 insulin promoter up-regulation. MIN6 insulin promoter-GFP reporter, high-content imaging; active compounds read high. z-score at 5 µM. actives 0.3% (n = 190,000). AID 1625;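 active = z-score above 3 at 5 µM with at least 500 cells counted in the well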
Dynein transport cytoplasmic EGFP – recorded beside Dynein transport, whose call it bears; z-score; measured here: cytoplasmic GR-EGFP intensity; active compounds read high
Dynein transport nuclear GR-EGFP – second read-out of Dynein transport, no call of its own (marks repeat the call); z-score; measured here: nuclear GR-EGFP intensity;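 lower value marks the stronger effect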
Dynein transport cell count – recorded beside Dynein transport, whose call it bears; z-score; measured here: cell count per field
Insulin prom up cell count – also measured in Insulin prom up; calls as there; cell count; measured here: cytotoxicity, nuclei count;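 total cells summed across four imaged fields per well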
bCat nuc transl cell count 5 µM – also measured in bCat nuc transl; calls as there; cell count; measured here: cell count, cytotoxicity flag
MT stabilize HCS Hoechst-high % – also measured in MT stabilize HCS; calls as there; % Hoechst-high responders; measured here: nuclear condensation Hoechst responders;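 share of cells brighter than vehicle mean plus two SD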
MT stabilize HCS cytotoxicity % – also measured in MT stabilize HCS; calls as there; toxicity, %; measured here: cytotoxicity by cell density;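 0% = mean cell density of plate MIN control wells and 100% = no cells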
Autophagy mod cell loss 18 h – further read-out of Autophagy mod, marked with its call; toxicity, %; measured here: cell loss, nuclei count;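 cell loss after 18 h compound exposure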
Active calls of the source: *; i = inactive; x = no result given.

Compound,NOD1 inhibition,Dynein transport,Dynein transport cytoplasmic EGFP,Dynein transport nuclear GR-EGFP,Dynein transport cell count,Yfh1-off respiration,HEK293 NOD2/NF-kB,Autophagy mod,Autophagy mod cell loss 18 h,bCat nuc transl,bCat nuc transl cell count 5 µM,M17LAP inhibition,MT stabilize HCS,MT stabilize HCS Hoechst-high %,MT stabilize HCS cytotoxicity %,Insulin prom up,Insulin prom up cell count
CC(=O)c1c[nH]c(C(=O)NCC2CCCO2)c1 (stereo not given),-4%,-0.67,-0.2,-0.64,0.36,i,20%,i,-19,-3.6,1117,5%,4.1,1.8,2.5,0.36,1910
COc1cc(OC)cc(C(=O)N(Cc2cc3cc(C)ccc3[nH]c2=O)C(C)C)c1,-5%,-0.57,-0.3,-0.24,0.47,i,-1%,i,1,0.4,801,8%,3.0,2.8,9.3,1.1,938
C=CCN1C(=O)C(Cc2cccc(Cl)c2)S/C1=N/N=C/c1ccco1 (stereo not given),-8%,0.22,-0.21,-0.19,-0.27,i,14%,i,11,-1.0,1084,-2%,2.3,1.8,7.6,-0.13,1887
CC1(C)CC(=O)C=C(NCCc2ccc(S(N)(=O)=O)cc2)C1,-5%,-0.38,-0.21,0.18,0.34,i,5%,i,9,-2.2,1173,-5%,3.8,2.7,8.6,0.75,783
Cc1sc2nc(SCc3nc(-c4ccccc4)no3)n(-c3ccccc3)c(=O)c2c1C,-11%,x,x,x,x,i,21%,i,4,0.3,1003,-6%,1.7,2.4,7.5,-0.1,913
O=C(NCC(=O)N1CCCC1)c1cccs1,-24%,0.85,-0.23,0.92,1.2,i,-26%,i,0,x,x,0%,4.3,1.4,6.5,1,1256
Cc1cc(C)nc(-n2nc(C)c3c(C(F)(F)F)cc(=O)[nH]c32)n1,-13%,-1,-0.43,-0.36,1.3,i,0%,i,32,0.0,1076,0%,1.3,1.7,4.1,x,x
COc1ccc(NC(=O)CC(CC(=O)O)c2cc(OC)c(OC)c(OC)c2)cc1 (stereo not given),-12%,0.94,-0.24,0.32,0.084,i,-6%,x,x,0.4,1372,6%,x,x,x,-0.18,1404
C/C(=N\NC(=O)c1ccc(COc2ccccc2)cc1)c1ccncc1,-26%,-0.35,-0.27,-0.029,0.077,i,-2%,i,0,-4.9,1221,-1%,3.1,2.1,9.8,-0.81,1262
COCCCn1cc(C(=O)c2cc(OC)ccc2OCC(=O)N2CCCCC2C)cc(C#N)c1=O (stereo not given),-33%,-0.65,-0.22,-0.96,0.71,i,15%,i,-5,-2.2,1071,33%,1.1,1.8,3.8,-0.04,1322
CCn1nc(C)c(CNCc2cn[nH]c2-c2cc3ccccc3o2)c1C,3%,0.94,-0.037,0.52,-0.43,i,11%,x,x,0.6,1215,-4%,x,x,x,-0.37,1075
CC(CCc1ccccc1)NC(=O)COC(=O)CC1CC2CCC1C2 (stereo not given),-10%,0.15,-0.17,0.38,-0.7,i,2%,i,2,-1.5,1101,-5%,4.0,2.6,8.7,-0.26,1546
CC(C)NC(=O)c1c2c(nc3ccccc13)CCCC2,-30%,-0.18,-0.2,-0.33,0.76,i,12%,i,-6,2.0,1057,0%,4.1,3.0,4.8,0.24,1188
CCn1c(SCc2nc3sc(C(=O)O)c(C)c3c(=O)[nH]2)nnc1-c1ccc(Cl)cc1,-21%,-0.29,-0.29,-0.19,0.47,i,4%,i,17,1.4,955,4%,1.0,0.7,6.4,-0.73,1620
COc1cc(C)c(Cl)c(C)c1S(=O)(=O)NCc1cccnc1,-1%,-1.1,-0.24,-0.4,0.28,i,3%,i,2,x,x,-9%,2.9,2.5,8.8,x,x
COCCCN1C(=O)C(=O)/C(=C(/O)c2ccc(OC)cc2)C1c1cccc(OC)c1 (stereo not given),x,-0.67,-0.27,-0.32,0.38,i,13%,i,22,-1.9,1309,18%,4.4,3.4,1.6,0,1471
CC(C)CCN1CC(O)=C(c2nc(-c3ccc(Cl)cc3)cs2)C1=N,-5%,1,-0.46,0.3,-0.099,i,17%,i,-3,2.2,1021,-5%,1.7,1.5,16,0.19,871
NC(N)=NC(N)=NCCc1ccccc1,17%,0.46,-0.24,0.66,0.016,i,19%,i,0,x,x,5%,2.9,1.1,6.8,x,x
Cc1noc(C)c1CSc1nnc(-c2c[nH]c3ccccc23)n1-c1ccc(Cl)cc1,-29%,2.1,0.27,2.3,-1.8,i,-7%,i,-3,0.8,1183,0%,2.7,0.8,4.2,-0.06,1114
CC12CN3CC(C)(CN(C1)C3c1ccccc1Cl)C2O (stereo not given),-36%,0.12,-0.19,0.43,1,i,4%,i,4,x,x,7%,3.3,0.0,46,x,x
Cc1[nH]nc2c1C(c1ccccc1F)NC2=O (stereo not given),0%,-0.3,-0.28,-0.15,0.6,i,0%,x,x,1.6,1131,9%,5.3,2.9,6.0,0.26,1048
CCOC(=O)c1c(NC(=O)N/N=C/c2ccccc2OCC)sc(C(C)=O)c1C,-34%,0.24,0.017,0.33,0.035,i,18%,i,-5,-0.4,1172,-15%,4.6,2.6,5.8,x,x
O=C1OCCC1Sc1nc2ccccc2c(=O)n1-c1ccc(F)cc1 (stereo not given),2%,-0.1,-0.28,-0.32,0.37,i,12%,i,1,0.1,1030,-2%,7.7,0.6,5.6,-1.1,1062
C[n+]1ccn(CC(=O)c2ccc(Br)cc2)c1,-13%,-0.93,-0.2,-0.77,1,i,19%,i,4,x,x,-1%,2.0,2.5,2.8,0.15,1258
O=C(O)CCCC(=O)NCCCCc1ccccc1,1%,-1.2,-0.29,-0.34,-0.012,i,16%,i,13,-1.8,814,2%,3.2,3.0,4.7,0.9,1159
CSc1ccc(/C=N\NC(=O)CC(=O)NC(C)C)cc1,-27%,0.67,-0.26,0.54,-0.4,i,9%,i,6,-0.1,1076,7%,3.1,2.0,8.6,x,x
O=C(O)c1ccc(Cl)c(S(=O)(=O)Nc2ccc3cn[nH]c3c2)c1,-22%,-0.64,-0.2,0.11,0.17,i,-8%,i,3,2.4,1124,24%,2.2,2.5,6.3,0.43,963
COCc1cc(C)nc(OCC(=O)N/N=C/c2ccco2)c1C#N,-13%,-0.47,-0.33,-0.62,0.8,i,-3%,i,-10,x,x,9%,4.7,3.2,9.5,-0.28,1255
CCOC(=O)C1=C(CSc2nc(-c3ccccc3)ccc2C#N)OC(N)=C(C#N)C1c1ccccc1 (stereo not given),12%,-1.6,5.2,-0.09,-0.12,i,-21%,i,-4,x,x,-1%,1.9,1.4,7.0,0.03,895
COC(=O)c1ccc(Cn2c(C)cc(C)[n+]2C)o1,2%,-1.1,-0.035,-0.4,0.95,i,-9%,i,6,-0.3,1083,-8%,0.6,0.9,7.2,-0.04,732
Cc1cc(N2CCCC(C(=O)Nc3cccc4ccccc34)C2)n2ncnc2n1 (stereo not given),-4%,-0.62,-0.31,-0.23,0.48,i,8%,i,-14,-0.1,1012,4%,4.2,1.9,9.7,0.88,1108
O=C(COC(=O)c1cccc(S(=O)(=O)N2CCc3ccccc32)c1)Nc1ncc(Cl)cc1Cl,-18%,-0.65,0.44,0.39,0.035,i,16%,i,6,-0.2,959,14%,1.3,1.5,6.8,0.13,1291

Rewritten with two lines to a compound: part of the list above.
Every second line gives: NOD1 inhibition, Dynein transport, Dynein transport cytoplasmic EGFP, Dynein transport nuclear GR-EGFP, Dynein transport cell count, Yfh1-off respiration, HEK293 NOD2/NF-kB, Autophagy mod, Autophagy mod cell loss 18 h, bCat nuc transl, bCat nuc transl cell count 5 µM, M17LAP inhibition, MT stabilize HCS, MT stabilize HCS Hoechst-high %, MT stabilize HCS cytotoxicity %, Insulin prom up, Insulin prom up cell count
CCn1c(SCc2nc3sc(C(=O)O)c(C)c3c(=O)[nH]2)nnc1-c1ccc(Cl)cc1
→ -21%, -0.29, -0.29, -0.19, 0.47, i, 4%, i, 17, 1.4, 955, 4%, 1.0, 0.7, 6.4, -0.73, 1620
CCOC(=O)C1=C(CSc2nc(-c3ccccc3)ccc2C#N)OC(N)=C(C#N)C1c1ccccc1 (stereo not given)
→ 12%, -1.6, 5.2, -0.09, -0.12, i, -21%, i, -4, x, x, -1%, 1.9, 1.4, 7.0, 0.03, 895
CC(=O)c1c[nH]c(C(=O)NCC2CCCO2)c1 (stereo not given)
→ -4%, -0.67, -0.2, -0.64, 0.36, i, 20%, i, -19, -3.6, 1117, 5%, 4.1, 1.8, 2.5, 0.36, 1910

An excerpt from above in order of number of heavy atoms, descending:
Compound,NOD1 inhibition,Dynein transport,Dynein transport cytoplasmic EGFP,Dynein transport nuclear GR-EGFP,Dynein transport cell count,Yfh1-off respiration,HEK293 NOD2/NF-kB,Autophagy mod,Autophagy mod cell loss 18 h,bCat nuc transl,bCat nuc transl cell count 5 µM,M17LAP inhibition,MT stabilize HCS,MT stabilize HCS Hoechst-high %,MT stabilize HCS cytotoxicity %,Insulin prom up,Insulin prom up cell count
CC1(C)CC(=O)C=C(NCCc2ccc(S(N)(=O)=O)cc2)C1,-5%,-0.38,-0.21,0.18,0.34,i,5%,i,9,-2.2,1173,-5%,3.8,2.7,8.6,0.75,783
O=C(O)CCCC(=O)NCCCCc1ccccc1,1%,-1.2,-0.29,-0.34,-0.012,i,16%,i,13,-1.8,814,2%,3.2,3.0,4.7,0.9,1159
Cc1[nH]nc2c1C(c1ccccc1F)NC2=O (stereo not given),0%,-0.3,-0.28,-0.15,0.6,i,0%,x,x,1.6,1131,9%,5.3,2.9,6.0,0.26,1048

Some of the compounds tested; count on the stated rates, not on these rows.
